# From PubChem
# AID2073 = inhibitors of Mint1-CaV2.2 protein interaction, biochemical, HTRF (AID 2073); Voltage-dependent N-type calcium channel subunit alpha-1B (Homo sapiens); HTRF protein-protein interaction, Mint1-CaV2.2; higher % means a stronger effect; one-dose inhibition, % at 20 µM; IC50 in µM for titrated hits; 290,000 tested, 0.19% active; in the data active means inhibition mostly above about 51%, no sharp cut-off; inconclusive means no clear call, values can overlap the other calls; inactive means mostly below about 53%; further: some results filed as inactive read as strong as hits
# RSV antiviral HEp-2 = RSV antiviral activity via CPE protection, HEp-2 cells, primary 10 µM value included (AID 2391); 310,000 tested, 0.13% active; HEp-2 cells, RSV-induced CPE inhibition; higher % means a stronger effect; CPE inhibition, % at 10 µM; hits with a dose series show IC50 in µM; in the data active means a potency from the dose series; inconclusive means CPE inhibition mostly from about 23% at the one dose, without a potency; inactive means the rest, 99 in 100 with CPE inhibition below about 21%; further: strong numbers were not always called active
# XIAP antagonists = XIAP antagonists, biochemical, IAP family, fluorescence polarization (AID 1018); XIAP BIR domain, fluorescence polarization peptide displacement; higher % means a stronger effect; one-dose displacement, % at 20 µM; IC50 in µM for titrated hits; 200,000 tested, 0.007% active; in the data active means displacement above about 50%; further: a part of the inactive calls stands beside numbers as strong as those of hits
# Dengue-2 NS5 capping = Dengue-2 NS5 methyltransferase inhibitors, primary screen, biochemical, confirmation dose response (AID 588689) | Dengue-2 NS5 methyltransferase capping enzyme assay, biochemical; higher % means a stronger effect | inhibition, % at 25 µM; hits with a dose series show IC50 in µM | 340,000 tested, 0.3% active | Genome polyprotein (Dengue virus type 2 (strain 16681-PDK53)); in the data active means a potency from the dose series; inconclusive means inhibition above about 29% without an active follow-up result
# Siah-1 displacement = Siah-1 peptide-binding antagonists, primary screen, biochemical, fluorescence polarization, rhodamine-plectin, uHTS (AID 1817). 290,000 tested, 0.02% active. one-dose displacement, % at 20 µM; IC50 in µM for titrated hits. E3 ubiquitin-protein ligase SIAH1 (Homo sapiens). Siah-1 / rhodamine-plectin peptide fluorescence polarization; higher % means a stronger effect;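 active means displacement of at least 50% at 20 µM, with a fluorescence ratio check between 0.3 and a set limit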;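 further: plate controls were Siah plus tracer with DMSO for no effect and tracer alone without Siah for full effect; strong numbers were not always called active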
# HIV fusion peptide = inhibitors of HIV fusion peptide binding, primary screen, biochemical, uHTS, fluorescence dequenching (AID 1986) | one-dose inhibition, % at 20 µM; IC50 in µM for titrated hits | 290,000 tested, 0.3% active | cell-free peptide binding, fluorescence dequenching, 30 min; higher % means a stronger effect; in the data active means inhibition mostly above about 52%, no sharp cut-off; inactive means mostly below about 76%; further: some results filed as inactive read as strong as hits
# LYP phosphatase = inhibitors of LYP phosphatase, biochemical, fluorescence intensity, uHTS (AID 1779); Tyrosine-protein phosphatase non-receptor type 22 (Homo sapiens); recombinant LYP phosphatase, fluorescence intensity; higher % means a stronger effect; inhibition, % at 11.5 µM, or IC50 in µM where a hit was titrated; 290,000 tested, 0.054% active; in the data active means inhibition above about 50%;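 further: plate controls were vehicle with enzyme for no effect and no enzyme for full effect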
# Large T inhibition = SV40 large T antigen inhibitors, biochemical (AID 1903); SV40 large T antigen ATPase/helicase inhibition assay; higher % means a stronger effect; inhibition, % at 20 µM; hits with a dose series show IC50 in µM; 310,000 tested, 0.39% active; in the data active means a potency from the dose series; inconclusive means inhibition mostly from about 32% at the one dose, without a potency; inactive means the rest, 99 in 100 with inhibition below about 32%; further: strong numbers were not always called active
# MgcRacGAP inhibition = MgcRacGAP GTPase-activating activity inhibitors, confirmation, biochemical, ADP Hunter fluorescence; Rac GTPase-activating protein 1 (Homo sapiens); MgcRacGAP-stimulated Rac1 GTP hydrolysis, ADP Hunter fluorescence; higher % means a stronger effect; GST-tagged Rac1 F28L mutant substrate; inhibition, % at 30 µM, or IC50 in µM where a hit was titrated; 340,000 tested, 0.6% active;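 active means first-screen hits whose inhibition reached a set limit at any dose in the follow-up dose series; inconclusive means inhibition above the set first-screen limit but never retested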;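 further: fluorescence reports GDP produced by GAP-driven GTP hydrolysis; strong numbers were not always called active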
# Dengue-2 NS5 capping pilot replicate = second read-out of Dengue-2 NS5 capping, no call of its own (marks repeat the call); inhibition, %; measured here: pilot screen replicate inhibition
# * hit, by the source's call; ? = inconclusive; nt = not tested or not shown.
SMILES,AID2073,RSV antiviral HEp-2,XIAP antagonists,Dengue-2 NS5 capping,Siah-1 displacement,HIV fusion peptide,LYP phosphatase,Large T inhibition,MgcRacGAP inhibition,others
C=CCNC(=O)/C(=C\C=C\c1ccccc1)NC(=O)c1ccc(OCCCC)cc1,14%,3.1%,-7.5%,-9%,4%,1.1%,3%,3%,0%,
CC(C)(C)C1(c2ccccc2)NC(=O)N(CC(=O)N2CCOCC2)C1=O (stereo not drawn),24%,-1.2%,0.6%,-4%,1%,0.7%,2%,2%,7%,Dengue-2 NS5 capping pilot replicate=-3.2
CCOC(=O)Cc1csc(NC(=O)Cn2cnc3c2c(=O)n(C)c(=O)n3C)n1,4%,-2.5%,-4.4%,-3%,-2%,1.1%,2%,-4%,2%,
COC(=O)c1ccsc1NC(=O)C1COc2ccccc2O1 (stereo not drawn),4%,1.1%,-2.9%,-2%,2%,0.5%,-4%,0%,-6%,
C/C(Cl)=C\Cn1c(=O)c2c(nc3n2CCS3)n(C)c1=O,4%,1.3%,-4.7%,-2%,-1%,2.1%,9%,18%,6%,
Cc1ccc(OCC(=O)NNC(=S)NCc2ccccc2)cc1,-22%,4.5%,14%,-9%,5%,-3.6%,-3%,2%,8%,
COc1cc(/C=C(\NC(=O)c2ccccc2)C(=O)N2CC3CC(C2)c2cccc(=O)n2C3)cc(OC)c1OC (stereo not drawn),0%,1.8%,nt,2%,15%,-1.1%,-6%,7%,-7%,
O=C(Nc1ccc(Cl)cc1)c1csc(Cc2ccccc2)n1,8%,-0.5%,-5.3%,-6%,4%,1.3%,-4%,8%,2%,
CC1CCCCN1C(=O)CN1C(=O)c2ccccc2S1(=O)=O (stereo not drawn),nt,-2.2%,nt,4%,nt,nt,nt,8%,7%,
Cc1ccc(F)cc1NC(=O)N1CCN(C2c3ccccc3-c3ccccc32)CC1,2%,3.1%,nt,-2%,0%,0.8%,1%,5%,0%,

# Quoted at random: 6 entries already listed.
SMILES,AID2073,RSV antiviral HEp-2,XIAP antagonists,Dengue-2 NS5 capping,Siah-1 displacement,HIV fusion peptide,LYP phosphatase,Large T inhibition,MgcRacGAP inhibition,others
COC(=O)c1ccsc1NC(=O)C1COc2ccccc2O1 (stereo not drawn),4%,1.1%,-2.9%,-2%,2%,0.5%,-4%,0%,-6%,
CCOC(=O)Cc1csc(NC(=O)Cn2cnc3c2c(=O)n(C)c(=O)n3C)n1,4%,-2.5%,-4.4%,-3%,-2%,1.1%,2%,-4%,2%,
COc1cc(/C=C(\NC(=O)c2ccccc2)C(=O)N2CC3CC(C2)c2cccc(=O)n2C3)cc(OC)c1OC (stereo not drawn),0%,1.8%,nt,2%,15%,-1.1%,-6%,7%,-7%,
CC(C)(C)C1(c2ccccc2)NC(=O)N(CC(=O)N2CCOCC2)C1=O (stereo not drawn),24%,-1.2%,0.6%,-4%,1%,0.7%,2%,2%,7%,Dengue-2 NS5 capping pilot replicate=-3.2
C/C(Cl)=C\Cn1c(=O)c2c(nc3n2CCS3)n(C)c1=O,4%,1.3%,-4.7%,-2%,-1%,2.1%,9%,18%,6%,
C=CCNC(=O)/C(=C\C=C\c1ccccc1)NC(=O)c1ccc(OCCCC)cc1,14%,3.1%,-7.5%,-9%,4%,1.1%,3%,3%,0%,

# (continued)
SMILES,AID2073,RSV antiviral HEp-2,XIAP antagonists,Dengue-2 NS5 capping,Siah-1 displacement,HIV fusion peptide,LYP phosphatase,Large T inhibition,MgcRacGAP inhibition,others
O=C(O)c1cnn2cc(-c3[nH]ncc3[N+](=O)[O-])cnc12,2%,1.5%,-6.5%,-1%,-2%,-1.0%,-5%,2%,5%,
Cc1ccc(C)c(Cn2nnc3c(=O)[nH]c(C4CCCN(C(=O)c5cccs5)C4)nc32)c1 (stereo not drawn),-1%,3.1%,nt,2%,2%,1.2%,-7%,7%,-4%,
COc1ccc(NC2CCCN(C(=O)c3ccc4nccnc4c3)C2)cc1OC (stereo not drawn),-17%,3.5%,nt,-1%,-6%,-1.9%,-10%,32%,?,
CCCCNC(=O)N(O)C1N(/N=C/c2ccc(N(C)C)cc2)C(=S)SC1(C)C (stereo not drawn),14%,4.1%,nt,-8%,3%,-1.8%,-2%,10%,7%,
FC(F)Oc1ccccc1NC(=S)Nc1cccc(Cl)c1Cl,2%,1.5%,3.4%,-9%,-1%,-0.1%,-6%,-18%,10%,
COc1ccc2oc(=Nc3cccc(F)c3)c(C(N)=O)cc2c1,4%,-0.8%,-15%,nt,1%,-0.9%,-4%,-5%,9%,
CN(Cc1ccc(OC(F)F)cc1)Cc1nc2c(Br)cc(Br)cc2c(=O)[nH]1,15%,2.5%,1.7%,-22%,-1%,4.1%,-5%,0%,3%,
O=C(CCC(=O)Nc1ccccc1)NNS(=O)(=O)c1ccc(Cl)cc1,-29%,0.6%,nt,1%,6%,2.0%,-2%,14%,6%,
Cc1cccc(C)c1NC(=O)CSc1nnnn1C,0%,-0.1%,-4.2%,-4%,-4%,-1.0%,-1%,-6%,-2%,
Cc1ccc(N/N=C(\C#N)C(=N)N2CCCCCC2)cc1,1%,0.0%,-5.2%,-4%,-2%,-1.1%,2%,-5%,10%,
CSc1ccc(/C=N/S(=O)(=O)c2ccccc2)cc1,-4%,0.8%,nt,4%,-1%,-1.5%,-8%,20%,6%,
COC(=O)C(=O)Nc1nnc(COc2ccccc2)s1,3%,1.0%,1.2%,-5%,-6%,3.9%,-1%,6%,2%,
COc1ccc(OC)c(N(CC(=O)N2CCCCC2)S(=O)(=O)c2ccc(OC)c(OC)c2)c1,35%,0.8%,1.6%,-2%,2%,-0.3%,-4%,0%,8%,
O=C(Nc1ccc2c(c1)OCO2)c1cc(-c2ccncc2)nc2ccccc12,16%,6.9%,-7.7%,-8%,-1%,-3.1%,-5%,13%,11%,
Cc1ccc(S(=O)(=O)/N=C2/NC(=O)/C(=C/c3ccc(Br)o3)S2)cc1,1%,14%,-4.1%,18%,4%,54%*,-8%,?,25%,
COC(=O)CN(C)C1CC(=O)N(c2ccc(Cl)cc2)C1=O (stereo not drawn),-2%,-0.3%,-6.7%,-3%,2%,-0.2%,-10%,7%,3%,Dengue-2 NS5 capping pilot replicate=-5.2
COc1cc(/C=N/NC(=O)C(N)=O)ccc1OCC(=O)N1C(C)CCCC1C (stereo not drawn),16%,2.6%,-5.4%,-7%,3%,0.9%,0%,6%,-5%,
O=C1NC(=S)N/C1=C\c1ccccc1OCc1ccc(C(=O)O)cc1,10%,3.0%,nt,-7%,16%,4.1%,2%,12%,8%,
COC(=O)[C@H](CCSC)NS(=O)(=O)c1ccccc1Br,4%,0.9%,nt,-7%,4%,1.1%,-11%,24%,10%,
CCc1ccc(NC(=O)CSC2=C(C#N)C(c3ccco3)C3=C(CCCC3=O)N2)cc1 (stereo not drawn),9%,?,-1.7%,1%,0%,3.5%,-3%,6%,-3%,
C=CCc1ccc(OCCN2CCc3ccccc3C2)c(OC)c1,-13%,-1.3%,-4.6%,1%,2%,-1.1%,4%,52%,17%,
O=C(NCCn1c(C(F)(F)F)nc2ccccc21)[C@H]1CCCN1c1nc(CN2CCCCC2)cs1,-5%,2.0%,nt,-8%,13%,1.5%,-8%,8%,9%,
CC(=O)c1ccc2c3c(cccc13)C(=O)N(CCc1ccccc1)C2=O,22%,6.0%,-9.8%,11%,34%,9.5%,-7%,4%,8%,
Cc1nc(N)nc(N/N=C/c2c(F)cccc2Cl)n1,-11%,0.0%,nt,-4%,0%,-1.1%,-2%,8%,0%,
Cn1c(O)c(N=Nc2ccc(F)cc2)c2ccccc21,-2%,0.2%,-8.2%,3%,-10%,3.0%,1%,9%,5%,
O=C(Nc1ccc(N2CCCC2)c(Cl)c1)c1ccc([N+](=O)[O-])o1,-6%,nt,-10%,-1%,-6%,-6.4%,1%,9%,4%,
O=C(Cn1cnc2cc([N+](=O)[O-])ccc2c1=O)NCc1ccc(Cl)cc1,8%,1.5%,-1.8%,4%,2%,-2.1%,-2%,6%,11%,
Cc1ccc(CSC2=NCCN2C(=O)C(C)Oc2ccccc2)cc1 (stereo not drawn),-14%,2.5%,-1.6%,-2%,5%,0.9%,4%,12%,-3%,
CN(C)c1ccc(/C=C(\NC(=O)c2ccccc2)C(=O)NCc2cccnc2)cc1,-5%,2.0%,nt,-50%,6%,7.0%,-8%,11%,7%,
CCN(CCO)C(=O)CC(c1ccccc1)c1cc(Br)ccc1O (stereo not drawn),9%,-0.5%,-2.9%,-4%,1%,2.2%,-1%,4%,7%,
CCCCC(=O)Nc1sc2c(c1-c1nc3ccccc3s1)CCN(C(C)=O)C2,41%,nt,-9.2%,nt,17%,13%,-1%,4%,nt,
CC1(C)CC[C@]2(C(=O)O)CC[C@]3(C)C(=CCC4[C@@]5(C)CC[C@H](O)C(C)(C)C5CC[C@]43C)C2C1 (stereo partly drawn),6%,3.2%,-5.7%,2%,1%,5.7%,-9%,15%,4%,
C=C(C)n1c(=O)n(Cc2ccc(C)cc2)c2ccccc21,3%,6.5%,nt,-2%,1%,0.6%,2%,5%,7%,
Cc1cccc(C)c1N(CC(=O)Nc1cccc(N(C)S(C)(=O)=O)c1)S(C)(=O)=O,0%,1.3%,-8.6%,?,0%,-0.1%,-5%,8%,5%,
O=C(Cc1ccccc1)Nc1ccc(NC(=O)c2ccccc2)c(Cl)c1,6%,4.0%,nt,5%,-1%,-0.1%,-4%,8%,7%,
COc1ccc(CCC(=O)OCC(=O)c2c(N)n(CC(C)C)c(=O)n(C)c2=O)cc1,6%,20%,nt,-12%,2%,-1.9%,-4%,14%,7%,
CCCS(=O)(=O)N1CCC(C(=O)N2CCCC2)CC1,3%,1.0%,2.6%,-1%,10%,-1.2%,0%,3%,10%,
CC(C)(C)CN1CCN(CCCc2ccccc2)C(CCO)C1 (stereo not drawn),-4%,-0.9%,nt,-3%,0%,-0.3%,-6%,7%,12%,
O=C(NC1CC1)C1=C[C@@H](c2ccc(Br)cc2)C[C@@H](OCc2ccc(CO)cc2)O1,10%,15%,nt,2%,3%,0.4%,-7%,13%,5%,
O=S1(=O)N=C(N(CCO)/N=C/c2ccccc2F)c2ccccc21,6%,5.4%,nt,-7%,2%,0.1%,-3%,4%,-8%,
